High-throughput results as filed in PubChem.
SIRT5 block = SIRT5 desuccinylase inhibitors, primary screen, biochemical, fluorescence imaging, single point, set 5; NAD-dependent protein deacylase sirtuin-5, mitochondrial (Homo sapiens), Q9NXA8; Purified SirT5, succinyl-peptide AMC, trypsin-coupled fluorescence; inhibition, % at 15 µM; hit rate 1.1% among 330,000; AID 652115, 2013; in the data active = inhibition above about 15%; inconclusive = no clear call, values can overlap the other calls
Target sequence (Q9NXA8 whole entry, looked up): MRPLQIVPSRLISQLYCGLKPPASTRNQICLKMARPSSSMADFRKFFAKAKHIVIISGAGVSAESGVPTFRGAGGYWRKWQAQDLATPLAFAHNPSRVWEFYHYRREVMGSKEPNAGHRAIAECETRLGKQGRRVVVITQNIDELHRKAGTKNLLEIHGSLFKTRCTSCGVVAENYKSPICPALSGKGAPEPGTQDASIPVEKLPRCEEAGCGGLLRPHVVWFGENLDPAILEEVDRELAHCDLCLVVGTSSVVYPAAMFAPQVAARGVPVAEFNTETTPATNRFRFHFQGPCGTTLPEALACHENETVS
C2C12 statin = suppressors of statin myotoxicity in C2C12 myotubes, primary screen, cell-based, single point, plate reader; C2C12 myotubes + simvastatin, ATP luminescence, 48 h; scaled: DMSO 0, geranylgeraniol control 100; rescue of ATP level, % at 7.49 µM; hit rate 0.78% among 330,000;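 active = mean ATP rescue above about 67%, or every replicate alone reaching that limit, limit read from the data, passing the limit was not always enough; inconclusive = no clear call, values can overlap the other calls; inactive = mean under the limit and some replicate under it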;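 also: myotubes were challenged with 10 µM simvastatin during compound exposure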
DENV2 CPE rescue = inhibitors of DENV2 cytopathic effect, primary screen, cell-based, plate reader, single concentration; DENV2-infected cells, cytopathic effect rescue; CPE inhibition, % at 9.99 µM; hit rate 1.7% among 350,000; AID 651640, 2012; in the data active = CPE inhibition above about 20%, passing the limit was not always enough; inconclusive = no clear call, values can overlap the other calls; tested in BHK-21 cells;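 also: 0% = median of neutral control wells and 100% = median of positive control wells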
PglD DTNB = C. jejuni PglD acetyltransferase inhibitors, primary screen, biochemical, DTNB colorimetric, single point | UDP-N-acetylbacillosamine N-acetyltransferase PglD (Campylobacter jejuni) | purified PglD enzyme, DTNB colorimetric CoA detection | inhibition, % at 12.5 µM | hit rate 0.098% among 360,000; in the data active = inhibition above about 16%, passing the limit was not always enough; inconclusive = no clear call, values can overlap the other calls; also: strong numbers were not always called active
S100A4 inh HTS = inhibitors of S100A4-myosin IIA peptide binding, primary screen, biochemical, fluorescence polarization, TAMRA-MyoIIA peptide | Protein S100-A4 (Homo sapiens), P26447 | inhibition, % at 10.7 µM | hit rate 0.14% among 360,000 | AID 652163, 2013;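 active = mean inhibition of at least 70% across replicates, with every replicate also reaching that level; inconclusive = mean inhibition reaches 70% but some replicates fall short; inactive = mean inhibition below 70%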
Target sequence (P26447 whole entry, looked up): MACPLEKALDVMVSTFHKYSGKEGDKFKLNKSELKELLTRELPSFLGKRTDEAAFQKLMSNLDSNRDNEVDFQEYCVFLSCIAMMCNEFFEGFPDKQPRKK
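Test system: S100A4 monomer protein; Medium: HEPES pH 7.2 with CaCl2, KCl, NaCl, DTT, Triton; Probe or stimulus: TAMRA-labelled myosin IIA heavy-chain peptide probe, 5 nM; Doses: one dose per compound; Times: polarization read 5 min after assay mix addition, stable 5–60 min; Benchmarks: neutral control DMSO, positive control TFP.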
ERp5 block = inhibitors of ERp5-driven insulin aggregation, primary screen, biochemical, turbidity, absorbance 650 nm, single point. AID 651711, 2012. 90 min. inhibition, % at 9.99 µM. hit rate 0.05% among 350,000;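 active = mean replicate inhibition above about 25%, with every replicate also reaching it, limit read from the data, passing the limit was not always enough; inconclusive = only one of those two criteria met; inactive = neither criterion met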
Target sequence (Q15084 whole entry, looked up): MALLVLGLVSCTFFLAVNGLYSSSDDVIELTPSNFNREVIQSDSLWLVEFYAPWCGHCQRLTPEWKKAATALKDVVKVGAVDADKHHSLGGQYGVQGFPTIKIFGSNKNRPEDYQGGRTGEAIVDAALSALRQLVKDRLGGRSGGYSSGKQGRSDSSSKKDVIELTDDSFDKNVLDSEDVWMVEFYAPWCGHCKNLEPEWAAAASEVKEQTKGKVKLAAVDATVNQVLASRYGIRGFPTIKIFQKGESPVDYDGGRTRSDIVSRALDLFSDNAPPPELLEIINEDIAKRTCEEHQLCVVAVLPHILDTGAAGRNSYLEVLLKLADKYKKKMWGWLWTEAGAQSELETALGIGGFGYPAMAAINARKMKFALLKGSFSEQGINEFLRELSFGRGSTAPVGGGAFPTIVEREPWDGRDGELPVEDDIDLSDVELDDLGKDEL
E-sel inducer = E-selectin induction in HUVECs, primary screen, imaging, HUVEC, immunofluorescence imaging, single point. P16581. normalized: neutral wells 0, TNF-alpha wells 100. activation, % at 7.58 µM. hit rate 0.37% among 260,000;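 active = mean E-selectin-positive cell signal at least 10% of the positive control, reached in at least 60% of replicates, without over 20% cell loss; inconclusive = no rule given, readout overlaps actives, possibly toxicity-flagged; inactive = the rest, including those meeting only one limit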;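 also: in these data hits start at about 27%; measured in HUVEC primary endothelial cells; signal is the percent of cells scored E-selectin positive by PE staining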
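System: HUVEC, human umbilical vein endothelial cells; quantity: 3,000 cells/well; buffer or medium: EGM-2 medium, gelatin-coated wells; dosing: single-point compound dose; detection: immunofluorescence imaging; evaluation: % PE-positive cells; benchmarks: TNF-alpha, DMSO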
Active calls of the source: *; u = inconclusive; x = no result given. Some of the compounds tested; the hit share may differ from the screen's.

SMILES	SIRT5 block	C2C12 statin	DENV2 CPE rescue	PglD DTNB	S100A4 inh HTS	ERp5 block	E-sel inducer
CCOc1ccc(S(=O)(=O)N2CCN(C(=O)c3oc4ccccc4c3C)CC2)cc1	2.1	18.7	u	-2.3	-2.0	3.5	x
C[C@@H]1CN([C@@H](C)CO)C(=O)c2cc(NS(=O)(=O)c3ccc(Cl)cc3)ccc2O[C@@H](C)CCCCO[C@@H]1CN(C)Cc1ccc(C(=O)O)cc1	4.5	x	-3.7	-2.2	-5.1	1.7	1.4
Cc1ccc(C)c(C(=O)Cn2c(NCCO)nc3ccccc32)c1	-8.7	0.9	9.7	-2.5	4.1	2.1	0.3
CN1CC(=O)N(CC(=O)Nc2ccc(F)cc2)c2ccccc2C1=O	-1.2	-8.6	x	0.7	-2.2	1.0	x
Cc1ccc(N=Cc2nc(-c3ccco3)oc2O)cc1	13.2	13.1	x	-13.7	-7.8	0.3	x
CN1CCN(S(=O)(=O)c2ccc(Nc3ccc(F)cc3)nc2)CC1	-7.4	x	-2.3	x	-4.3	-0.8	-1.3
O=C(COC(=O)c1ccc(F)c([N+](=O)[O-])c1)NC(=O)NCc1ccccc1	-1.1	10.6	-9.3	-2.2	-2.2	-3.3	x
CNC[C@@H]1Oc2c(NS(=O)(=O)c3cccs3)cccc2C(=O)N([C@@H](C)CO)C[C@@H]1C	-1.9	34.2	0.0	-3.9	-15.5	-6.2	0.0
O=C(O)c1cccc(N2C(=S)N=C(Nc3ccccc3)C23CCCCC3)c1	-1.1	x	-4.2	x	-5.8	1.0	x
Cc1nc2ccccc2c(=O)n1NC(=O)C1CC1	-1.3	-0.1	x	9.4	-6.9	-1.2	0.6
O=C(NCc1ccccc1)c1cc(C2CCCN(C(=O)c3ccc4c(c3)CCO4)C2)on1 (configuration not stated)	1.3	-1.1	u	-3.6	3.5	0.9	1.8
O=c1[nH]c(SCc2ccccc2)nc2c1sc1ccccc12	-1.9	x	0.5	x	-0.6	0.4	x
CCC(=O)c1ccc(OCC(=O)N2CCN(c3ncccn3)CC2)cc1	-1.3	-3.5	u	3.8	-2.8	16.0	0.2
O=S(=O)(c1ccc(Br)cc1)N1CCN=C1SCc1cccnc1	-0.9	x	8.8	x	4.1	-0.6	x
O=C(NC1CCCc2c1cnn2-c1cc(F)cc(F)c1)c1cc[n+]([O-])cc1 (configuration not stated)	-0.8	7.2	4.5	2.2	-9.0	-2.2	-0.1
CCc1nnc(NC(=O)CCC(=O)N2CCN(S(=O)(=O)c3ccc(OC)cc3)CC2)s1	-1.7	-21.4	15.2	-0.9	-0.3	-2.6	x
COc1cccc(NC(=O)CN(C)C(=O)c2ccc(NS(=O)(=O)c3ccc(F)cc3)cc2)c1	-2.9	24.9	-6.2	-3.6	-8.3	-2.3	2.2
CCCn1nnnc1NC(=O)c1cc(Br)ccc1OC	-1.4	x	x	x	-0.9	-1.1	5.3
COc1ccc(N=C2NC(=O)/C(=C\c3ccco3)S2)cc1	2.6	3.4	-3.0	-0.5	-0.9	6.4	0.1
COc1ccc(Cl)cc1-c1csc(N)n1	-2.9	x	1.3	x	-1.6	-0.4	x
O=C(Cc1ccncc1)NCC[C@@H]1CC[C@@H](NC(=O)C2CCCCC2)[C@@H](CO)O1	2.5	-1.0	-3.7	4.2	-12.2	8.9	0.0
C[C@@H]1CN([C@@H](C)CO)C(=O)Cc2cc(NS(=O)(=O)c3cccs3)ccc2O[C@@H]1CN(C)Cc1ccc2c(c1)OCO2	3.1	-17.2	-4.3	1.1	-1.5	-0.1	-1.2
COc1ccccc1NC(=O)CC(=O)c1cccc([N+](=O)[O-])c1	0.4	4.4	3.1	1.3	-3.2	-0.4	0.4
O=C1COc2cc(S(=O)(=O)CCC(=O)N3CCCCC3)c(Cl)cc2N1	-3.4	5.1	-2.7	-0.2	66.6	5.4	5.0
O=c1c(Cl)c(N2CCOCC2)cnn1-c1ncc(C(F)(F)F)cc1Cl	-2.0	x	1.5	x	-1.7	0.0	x
CCOP(=O)(OCC)c1ccccc1OCP(C)(=O)COc1ccccc1P(=O)(OCC)OCC	-2.0	11.2	2.7	1.0	2.4	-2.2	0.0
Cc1cccc2c(C(=O)N3CCN(c4ccccc4)CC3)cc(-c3ccncc3)nc12	0.9	-36.2	1.2	7.4	-2.8	1.3	3.3
C[C@H]1C(c2ccc(F)cc2)=NN(c2ccccc2)[C@@H]1CO	-3.5	2.8	15.8	-2.6	-11.5	4.6	5.8
O=C(C(=O)N1CCC(c2ccccc2)CC1)c1ccc(F)c(F)c1	x	x	-0.4	x	20.1	-3.0	0.0
CN(C)CCCNC(=O)C[C@@H]1CC[C@H](NC(=O)Cc2cccnc2)[C@H](CO)O1	2.2	0.2	-4.3	0.2	-6.1	0.7	-0.2

Sorted by count of non-hydrogen atoms (high to low): 3 of the compounds above
SMILES	SIRT5 block	C2C12 statin	DENV2 CPE rescue	PglD DTNB	S100A4 inh HTS	ERp5 block	E-sel inducer
CCOP(=O)(OCC)c1ccccc1OCP(C)(=O)COc1ccccc1P(=O)(OCC)OCC	-2.0	11.2	2.7	1.0	2.4	-2.2	0.0
CNC[C@@H]1Oc2c(NS(=O)(=O)c3cccs3)cccc2C(=O)N([C@@H](C)CO)C[C@@H]1C	-1.9	34.2	0.0	-3.9	-15.5	-6.2	0.0
O=C(C(=O)N1CCC(c2ccccc2)CC1)c1ccc(F)c(F)c1	x	x	-0.4	x	20.1	-3.0	0.0

The list goes on:
SMILES	SIRT5 block	C2C12 statin	DENV2 CPE rescue	PglD DTNB	S100A4 inh HTS	ERp5 block	E-sel inducer
S=C(NCc1ccco1)Nc1ccc(Cl)cn1	-19.3	2.3	-2.1	2.2	6.6	1.6	x
Cc1ccc2cc(C)c(N3CCN(c4ccc(F)cc4)CC3)nc2c1	-0.3	-16.6	-3.9	0.8	1.4	2.0	u
C[C@@H]1CCCCO[C@H](CN(C)S(C)(=O)=O)[C@@H](C)CN([C@H](C)CO)C(=O)c2cc(NS(=O)(=O)c3ccccc3)ccc2O1	-3.3	16.0	u	-1.3	5.4	6.7	-0.1
C=CCC[C@@H](Cc1ccc(F)cc1)C(=O)OC[C@@H](NC(=O)[C@@H](CC=C)CC(=O)N(CCO)Cc1ccccc1)c1ccccc1	3.4	2.4	-0.8	-3.1	-3.2	-1.7	-0.1
CC(=O)Nc1ccc(S(=O)(=O)NC(C(=O)O)C2=CCC=CC2)cc1 (configuration not stated)	-1.9	-2.3	-2.5	-3.4	-0.6	-0.4	x
CC=Cc1ccc2n(c1=O)C[C@H]1[C@H](CO)[C@@H](C(=O)NCC(F)(F)F)N(CC)[C@@H]21 (mixture of isomers)	-0.6	-7.9	-8.8	2.8	-1.5	-1.2	0.0
CC(C)(C)NC(=O)CN1C(=O)NC(c2ccccc2)(c2ccccc2)C1=O	0.1	-7.6	-3.7	3.0	-9.8	0.3	x
O=C(Cc1ccccc1)Nc1ccc2oc(=O)ccc2c1	0.1	5.9	-6.1	-0.6	2.0	-0.6	0.0
Cc1noc(C)c1S(=O)(=O)Nc1ccc2c(c1)C(=O)N([C@@H](C)CO)C[C@H](C)[C@@H](CN(C)C(=O)Nc1ccc(C(F)(F)F)cc1)O2	1.3	x	u	0.8	-23.4	2.1	8.2
Cc1ccc(S(=O)(=O)Nc2ccc3c(c2)CC(=O)N([C@@H](C)CO)C[C@H](C)[C@H](CN(C)C(=O)Nc2ccc(F)cc2)O3)cc1	-1.8	-3.5	-6.7	2.5	-31.3	2.1	0.0
COc1cccc(C#CC2=CC(=O)CC(C)(C)C2)c1	-2.3	17.2	-13.2	0.2	1.6	-5.9	x
Cc1nnc(NC(=O)C2CC(=O)N(C(C)c3ccccc3)C2)s1 (configuration not stated)	0.5	5.0	10.8	-3.6	6.2	-1.7	-0.8
COc1cccc(NC(=O)CN2C(=O)C3(OCCCO3)c3ccccc32)c1	-3.1	-13.5	-3.9	x	-6.7	-0.2	x
CCC(=O)N1CCC2(CC1)CN(Cc1cc(F)ccc1F)[C@H](CO)c1[nH]c3cc(OC)ccc3c12	2.8	x	-5.1	x	1.4	3.6	0.2
COc1ccc2c(c1)cc(C(=O)N/N=C/c1c(O)c(C(=O)O)cc3ccccc13)n2C	3.9	4.7	0.1	-5.4	2.9	-6.8	u
CC(C)(C)n1nnnc1C(c1ccccc1F)N1CCN(C(=O)c2ccco2)CC1 (configuration not stated)	1.5	6.9	3.5	-0.9	-2.8	0.3	x
C[C@H]1CN([C@@H](C)CO)C(=O)c2cc(NC(=O)C3CC3)ccc2O[C@@H]1CN(C)C(=O)Nc1ccc(F)cc1	-0.9	17.9	-1.4	9.2	13.9	-3.2	-0.3
CCOc1ccccc1NC(=O)CSc1nnc2ccc(-c3ccccn3)nn12	-5.1	-19.4	6.6	2.7	-6.5	2.1	0.2
CC(=O)NCCNC(=O)c1ccc2c(c1)S(=O)(=O)c1ccccc1C2=O	0.8	-0.8	9.2	1.3	0.3	5.7	x
C[C@@H]1CCCCO[C@H](CN(C)C(=O)Cc2ccccc2)[C@@H](C)CN([C@H](C)CO)C(=O)c2cc(NC(=O)C3CCCCC3)ccc2O1	x	x	-7.3	1.8	x	x	0.0
Cc1cc(=O)oc2c(CN(C)Cc3ccccc3)c(O)ccc12	x	1.4	x	-3.8	-13.8	x	x
Cc1cc(C)cc(CSc2ccc(S(=O)(=O)N3CCCC3)cn2)c1	-3.4	9.2	9.9	3.5	1.0	-0.1	0.8
COc1ccc(C=C2CS(=O)(=O)CC(=Cc3ccc(OC)cc3)C2=O)cc1	x	8.8	1.7	-0.7	3.9	5.2	0.0
Cc1ccc(C(=O)Nc2ccc(NC(=O)c3ccc(C)o3)cc2)o1	-4.5	-3.1	-3.3	x	-11.1	2.1	x
COc1ccc(NC(=O)c2cc(S(=O)(=O)N3CCOCC3)cn2C)c(OC)c1	-2.1	-3.7	1.4	1.3	-4.9	-0.7	-0.1
CC(C)CCNC(=O)c1ccc2c(Cl)c3c(nc2c1)CCC3	0.1	-14.1	u	58.9*	0.8	1.1	u
O=C(NC(=O)c1ccc(F)cc1)Nc1nc(-c2cccs2)cc(C(F)(F)F)n1	x	13.6	-10.5	1.1	0.9	3.3	-0.2
CCn1nc(C)c(CN2CCC(n3nccc3NC(=O)c3ccccc3OC)CC2)c1C	-1.4	-13.5	u	-4.5	9.8	-1.1	x
Cc1[nH]c(=S)[nH]c(=O)c1CCC1OCCO1	1.2	x	-0.8	x	-4.1	-0.5	0.2
CCN1[C@H](C(=O)NCCc2ccccc2)[C@@H](CO)[C@@H]2Cn3c(ccc(C4=CCCC4)c3=O)[C@@H]21	-0.5	-11.6	-2.0	-2.3	0.8	4.1	-1.0
CSc1nc2nc3c(c(=O)n2[nH]1)CN(Cc1ccccc1)CC3	-6.8	x	x	0.5	-0.6	11.1	x
Cc1c(CC(=O)NCCCCCC(=O)O)c(=O)oc2cc3occ(-c4ccccc4)c3cc12	3.6	5.9	6.5	5.8	-3.5	-2.3	x
Cc1cc(Oc2ccc(N)cn2)ccc1Cl	-2.9	x	-3.5	1.6	-3.3	2.5	0.1
COc1ccccc1NS(=O)(=O)c1cc(NC(=O)c2cccs2)ccc1N1CCCCC1	-4.4	x	1.4	x	0.9	-4.0	x
C[C@@H]1CCCCO[C@H](CN(C)CC2CCCCC2)[C@H](C)CN([C@@H](C)CO)C(=O)c2cc(NS(=O)(=O)c3ccccc3)ccc2O1	-5.0	-18.4	-2.3	1.3	9.3	2.4	-0.1
